Vif-APOBEC3G blk = qHTS for Inhibitors of Vif-A3G Interactions: qHTS | AID 602310, 2012 | Potency, µM (doses to about 46.1 µM), for the others: top-dose activity, negative = active, most hits filed as inhibitors | HeLa A3G-eYFP + Vif (tagged APOBEC3G with the HIV-1 protein that degrades it), YFP fluorescence, overnight | DNA dC->dU-editing enzyme APOBEC-3G (Homo sapiens), Q9HC16 | 0.076% of 410,000 active;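 note: potency is the fitted concentration of half-maximal effect; % is set by controls: 0 for no effect and ±100 for the full control effect; nearly all actives have a fitted effect of over 60% in size; hits raise eYFP signal because A3G escapes Vif-driven loss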
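Read-out is eYFP fluorescence (Ex 488/Em 500-530) from Vif-expressing HeLa A3G-eYFP cells; more signal means A3G escaped Vif-mediated degradation. Cells plated overnight, compound pinned in, incubated overnight at 37 deg C.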
D1 antag = Antagonist of Human D 1 Dopamine Receptor: qHTS; HEK293 TREx D1 cells, calcium flux, dopamine EC80; stronger effect = lower value; AID 504652, 2011; 3.2% of 360,000 active; D(1A) dopamine receptor (Homo sapiens), P21728; activity change, negative = inhibition, % at 10 µM; in the data active = activity change below about -30%; note: % is set by controls: 0 for no effect and ±100 for the full control effect
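Calcium flux readout: force-coupled, inducible Hek293 Trex D1 line, cells induced overnight at 30 C with tetracycline, dye-loaded 30–90 min at RT. Antagonism scored against EC80 dopamine challenge given 180 s after compound.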
RXFP1 ag = qHTS Assay for Agonists of the Relaxin Receptor RXFP1. Relaxin receptor 1 (Homo sapiens), Q9HBX9. HEK293T-RXFP1 cAMP TR-FRET, 30 min; response scale: percent of porcine relaxin response, buffer zero. Potency, µM (top dose mostly 57.5 µM), for the others: top-dose activation, usual class: activators. 0.3% of 370,000 active; note: potency is the fitted concentration of half-maximal effect; % is set by controls: 0 for no effect and ±100 for the full control effect; nearly all actives have a fitted effect of over 60% in size; many of its hits are not listed in these tables
Target sequence (Q9HBX9 whole entry, looked up): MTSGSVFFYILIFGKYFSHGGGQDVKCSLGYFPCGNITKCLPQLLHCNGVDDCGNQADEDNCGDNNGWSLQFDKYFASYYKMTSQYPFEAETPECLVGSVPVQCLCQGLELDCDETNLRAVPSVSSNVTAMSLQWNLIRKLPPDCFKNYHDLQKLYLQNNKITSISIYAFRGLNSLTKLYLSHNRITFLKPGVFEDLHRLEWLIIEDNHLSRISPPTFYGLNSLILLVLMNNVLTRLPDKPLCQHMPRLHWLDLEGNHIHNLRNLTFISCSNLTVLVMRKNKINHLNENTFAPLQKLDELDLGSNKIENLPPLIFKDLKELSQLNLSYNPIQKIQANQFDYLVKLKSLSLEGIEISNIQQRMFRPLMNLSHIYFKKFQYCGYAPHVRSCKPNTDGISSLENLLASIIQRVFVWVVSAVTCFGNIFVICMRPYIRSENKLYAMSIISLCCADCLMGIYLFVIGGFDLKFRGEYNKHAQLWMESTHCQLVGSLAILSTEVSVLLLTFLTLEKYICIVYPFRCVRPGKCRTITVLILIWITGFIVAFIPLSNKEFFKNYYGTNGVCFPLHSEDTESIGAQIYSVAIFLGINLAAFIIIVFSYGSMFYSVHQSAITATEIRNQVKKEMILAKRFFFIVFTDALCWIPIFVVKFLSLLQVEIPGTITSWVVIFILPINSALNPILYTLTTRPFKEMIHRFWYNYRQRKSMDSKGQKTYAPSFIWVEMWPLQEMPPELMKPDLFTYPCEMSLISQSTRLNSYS
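HEK293 cells stably expressing RXFP1, treated 30 min at 37C with compounds plus PDE4 inhibitor Ro 20174; cAMP measured by HTRF TR-FRET. Normalized to buffer and 29 nM porcine relaxin; EC50 by Hill fit.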
D1 agonist = Allosteric Agonists of the Human D1 Dopamine Receptor: qHTS. D(1A) dopamine receptor (Homo sapiens), P21728. HEK293 T-REx D1 cells, calcium flux, agonist mode. activation, % at 2 µM. 1% of 360,000 active; in the data active = activation above about 30%; note: 0% is about no effect
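Agonism was scored from calcium flux recorded over 180 s (1 read/s) after pintool compound addition, following a 10-cycle baseline. Cells were inducible force-coupled HEK293 TREx D1, plated overnight at 30 C and loaded with no-wash calcium dye.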
GRP78 ERSR act = qHTS for Inducers of the Endoplasmic Reticulum Stress Response (ERSR) in Human Glioma: qHTS. AID 602332, 2012. U87-MG GRP78 promoter luciferase reporter, 16 h. 0.02% of 420,000 active. Potency, µM, for inactives: at the highest dose activation, hits mostly activators; note: potency is the fitted concentration of half-maximal effect; series mostly up to about 76 µM; % of control where 0% means no effect; nearly all actives have a fitted effect of over 35% in size
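Stably transfected U87-MG glioma cells carrying a GRP78-based luciferase sensor; 16 h compound incubation. Luminescence end-point read 10 min after Bright-Glo addition at room temperature.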
D2 potentiator = HTS Assay for Positive Allosteric Modulators of the Human D2 Dopamine Receptor: Primary Screen for Potentiators. potentiation, % at 10 µM. AID 485347, 2010. 0.34% of 340,000 active. HEK293 T-REx D2, calcium flux, EC20 dopamine potentiation;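 active = potentiation over 3 SD above the plate norm, cut at about 30% in these data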; note: 0% is about no effect
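Tetracycline-induced HEK293 T-REx cells force-coupled to calcium signalling expressed D2; compounds were pin-added after a 10 s baseline, read kinetically 180 s, then an EC20 dopamine challenge followed with a further 180 s calcium read.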
D1 potentiator = Potentiators of Human D1 Dopamine Receptor: qHTS | 0.036% of 360,000 active | AID 504651, 2011 | HEK293 TREx D1 cells, calcium flux, dopamine EC20 potentiation | potentiation, % at 10 µM | D(1A) dopamine receptor (Homo sapiens), P21728; in the data active = potentiation above about 30%; note: 0% is about no effect
Vif-APOBEC3F blk = qHTS for Inhibitors of Vif-A3F Interactions: qHTS; 0.2% of 390,000 active; AID 602313, 2012; HeLa A3F-eYFP + Vif (tagged APOBEC3F with the HIV-1 protein that degrades it), YFP fluorescence increase; Potency, µM (highest dose often 46.1 µM), for inactives: top-dose activity, negative = active; note: potency is the fitted concentration of half-maximal effect; % of control where 0% means no effect; nearly all actives have a fitted effect of over 65% in size
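Fluorescence increase (Ex 488/Em 500-530) after overnight compound treatment at 37 deg C flags inhibition of Vif-driven A3F-eYFP loss in stable HeLa A3F-eYFP/Vif cells seeded overnight beforehand.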
RXFP1 antag = qHTS Assay for Antagonists of the Relaxin Receptor RXFP1 | Relaxin receptor 1 (Homo sapiens), Q9HBX9 | HEK293-RXFP1, relaxin-stimulated cAMP HTRF, 30 min; stronger effect = lower value | activity change, negative = inhibition, % at 57.5 µM | 0.59% of 350,000 active | AID 1259400, 2018;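 active = activity change of -60% or lower, but not beyond a set lower limit; inconclusive = change between -60% and -40%, or beyond the set limit; inactive = change above -40%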; note: % is set by controls: 0 for no effect and ±100 for the full control effect
* marks the source's active call; other numbers are inactive results; ? = inconclusive; nt = no result given. Unless noted, calls come from the whole dose curve; as a rule, active = well fitted curve in the direction sought with a large enough effect; inconclusive = small, poorly fitted or top-dose-only effect, or another doubt; inactive = no such curve, though single readings can be large; an effect the other way counts as inactive or inconclusive. Not all compounds are listed; rates above refer to the full screens.

SMILES | Vif-APOBEC3G blk | D1 antag | RXFP1 ag | D1 agonist | GRP78 ERSR act | D2 potentiator | D1 potentiator | Vif-APOBEC3F blk | RXFP1 antag
Cc1cccc(N2CCN(C(=O)CCSCc3ccccc3F)CC2)c1C | 3% | 10 | 4.1% | 1 | 0% | 5 | 2 | 0% | -14
COc1ccc(CCN=C(N)NS(=O)(=O)c2ccc(OC)cc2)cc1 | -3% | -9 | -0.9% | -1 | -8% | -4 | -2 | 12% | -8
COc1ccc(OC)c(CCNc2nccn(-c3ccc(C)c(C)c3)c2=O)c1 | 3% | -22 | 0.3% | 1 | -1% | 4 | -5 | -1% | nt
CCc1cc(C(=O)NC2CCCc3c2cnn3-c2ccc(F)cc2F)no1 (configuration not stated) | -2% | nt | nt | nt | -2% | nt | nt | -3% | -4
Cc1cccc(N2C(=O)C(Oc3ccc(Cl)cc3Cl)C2C(=O)O)c1C (configuration not stated) | -1% | 5 | -1.5% | 4 | -6% | 7 | 2 | -26% | 26
COCCNC(=O)c1ccc(C)c(S(=O)(=O)Nc2ccc(C)cc2)c1 | 0% | 0 | 5.7% | 3 | -6% | -2 | -4 | 1% | 9
Cc1cc(OCC(=O)NC2CC(C)(C)NC(C)(C)C2)c(C)cc1Br | 1% | -15 | -2.0% | 19 | -5% | -22 | -5 | 2% | -28
Cc1ccc(S(=O)(=O)NCCc2cn3ccsc3n2)c(C)c1 | 2% | 1 | -0.6% | 1 | -2% | 6 | -6 | 3% | -8
COc1ccc([N+](=O)[O-])cc1NC(=O)C(C)c1ccccc1 (configuration not stated) | 1% | -5 | 2.5% | 4 | -2% | -3 | -8 | 1% | 4
COc1cc(/C=N/N=C(/N)c2nonc2N)cc(Br)c1OCc1ccccc1C | -2% | -8 | 2.1% | 8 | -10% | 8 | -5 | -12% | -13
CN(C)S(=O)(=O)c1ccc(C(=O)OCC(=O)Nc2ccc3c(c2)OCO3)cc1 | 0% | 0 | -0.2% | 2 | -5% | -8 | -1 | 0% | 2
Cc1cccc(N(CC(=O)NC(C)c2ccccc2)S(=O)(=O)c2ccccc2)c1C (configuration not stated) | 2% | 25 | -0.8% | 14 | -1% | -12 | -1 | 4% | nt
CC(O)/C=C/C1OC(=O)CC1Nc1ccc(C=O)cc1 (configuration not stated) | 1% | -1 | 0.3% | -4 | 0% | 3 | 2 | -3% | nt
COC(=O)CN1C(=O)[C@H]2[C@@H](/C=C/c3ccccc3)N3C(=O)CN(Cc4ccccc4)C(=O)[C@@]3(C)[C@H]2C1=O | 0% | 3 | 2.5% | -1 | -2% | -3 | -7 | 7% | nt
O=C(Nc1nc(-c2cccs2)cs1)c1ccc(S(=O)(=O)N2CCCC2)cc1 | 0% | 5 | 0.6% | 2 | 1% | -13 | 7 | -6% | -3
COc1cccc(Cn2c(CNC(=O)C(C)C)nc3cccnc32)c1 | 4% | 18 | 2.5% | 0 | -2% | -1 | -3 | -5% | -11
CCOC(CNC(=O)c1ccc2c(c1)ncn2-c1ccc(F)c(F)c1)OCC | 0% | 2 | -1.1% | 0 | -1% | -7 | -4 | -2% | 3
Oc1c(Br)cccc1/C=N/c1ncn[nH]1 | 0% | -10 | 3.1% | 5 | 4% | -2 | -7 | 1% | -6
COc1ccc(CCNC(=O)c2ccc3c(c2)ncn3-c2ccc(C(C)C)cc2)cc1OC | -9% | -19 | -0.3% | 0 | -6% | -5 | -7 | -527% | ?
COc1ccc(OC)c2sc(NC(=O)C(C)C)nc12 | -6% | 11 | 1.6% | 3 | -3% | 15 | 4 | -1% | 10
Cc1ccc(C(=O)N/C(=C\c2ccco2)C(=O)NCCN2CCCCC2)cc1C | 0% | 9 | 0.5% | 1 | 0% | -27 | -6 | 12% | 1
CCOC(=O)c1cn(-c2ccccc2CO)c2c(F)c(F)c(F)cc2c1=O | -1% | 1 | 1.9% | 1 | -5% | -13 | -9 | 2% | 1
O=C(N/N=C/c1cccnc1)c1ccccc1[N+](=O)[O-] | -2% | 2 | 4.2% | -1 | -1% | -1 | -4 | 3% | 3
O=C(Cn1c2[n+](c3ccc(C(F)(F)F)cc31)CCCCC2)Nc1ccc(Br)cc1 | 2% | 3 | -0.8% | 3 | -2% | -25 | 0 | 0% | -13
O=C(CSc1cccc2cccnc12)Nc1cc(C(=O)O)cc(C(=O)O)c1 | -2% | 8 | 4.4% | 0 | -1% | 3 | -5 | ? | -16
CCOC(=O)c1c(C)c(C(=O)N2CCN(c3ccc(F)cc3)CC2)c(C)n1C | 6% | -6 | -0.7% | 5 | -2% | -8 | -1 | 1% | -9
COP(=O)(OC)c1ccc(NCc2cc(O)ccc2O)cc1 | -11% | nt | nt | nt | -12% | nt | nt | ? | -12
O=C1c2ccccc2C(=O)N1CCSc1nc2ccccc2c(=O)n1CCCN1CCOCC1 | 0% | -5 | -1.5% | 2 | -5% | 4 | -2 | -8% | -6
O=C(Nc1ccc(Cl)cc1)Nc1ccc(S(=O)(=O)Nc2ncccn2)cc1 | -21% | -60* | 0.7% | 3 | -1% | -7 | 3 | 0% | -5
C=CCN1C(=O)C(Cc2ccccc2)S/C1=N/N=C/c1cccs1 (configuration not stated) | 2% | -22 | 0.2% | 9 | -4% | 4 | -1 | 7% | 0
CCCNc1c(NC(C)=O)c(=O)oc2ccccc12 | -3% | 1 | -2.3% | 2 | -2% | 0 | 0 | 4% | -3
O=C(NCCC1=CCCCC1)c1cnc2n(c1=O)CCS2 | -1% | 2 | 0.1% | 5 | 2% | 0 | 1 | -17% | 23
COc1ccccc1OCC(=O)Nc1cccc(N(C)S(C)(=O)=O)c1 | 1% | 7 | 0.7% | 3 | -2% | -6 | -2 | 0% | 26
Cc1ccc2nc(-c3ccc(Br)cc3)cc(C(=O)NCC3CCCO3)c2c1 (configuration not stated) | -1% | nt | nt | nt | -5% | nt | nt | -7% | 0
Cc1cc(CNC(=O)C(C)n2cc([N+](=O)[O-])cn2)c2ccccc2n1 (configuration not stated) | -1% | -11 | ? | 2 | 2% | -5 | -2 | 4% | -8
CCn1c(CC(=O)Nc2ccccc2)nnc1SCc1nc2ccccc2c(=O)[nH]1 | 1% | 13 | 0.0% | 1 | -3% | -5 | -4 | -3% | -1
CC(=O)Nc1ccc(NC(=O)CSc2nnnn2-c2ccc(F)cc2)cc1 | 2% | -5 | -1.7% | 4 | 0% | 1 | 7 | ? | -5
Cc1ccc(C(=O)CC(C(=O)O)n2cnc([N+](=O)[O-])n2)cc1 (configuration not stated) | -19% | -2 | -0.6% | 2 | 1% | 2 | 0 | 0% | -8
COc1ccccc1-n1c(=O)c2c3c(sc2n2c(SC)nnc12)CCC3 | -2% | nt | nt | nt | -1% | nt | nt | 5% | 3
O=S(=O)(Nc1cccc2cccnc12)c1ccccc1Br | -29% | -3 | nt | 3 | -6% | nt | -5 | nt | nt
CCCCC1=CC2=C(c3ccco3)C(=O)C(C)(OC(=O)c3ccc(OC)cc3)C(=O)C2=CN1C1CCCCC1 (configuration not stated) | -3% | -13 | 28% | 9 | -1% | 0 | 1 | 6% | nt
C=CCN=C1CC(C)(C)CC(=O)/C1=C(/O)CCC(=O)OC | 7% | -24 | 0.2% | 2 | -3% | 16 | 1 | 2% | -3
Cc1noc(C)c1COC(=O)c1ccccc1Oc1ccccc1 | -3% | 1 | -0.1% | 4 | -3% | 1 | 4 | -9% | 1
Oc1ccccc1N=Nc1ccccc1O | ? | 6 | 2.8% | 10 | -2% | -2 | -2 | -15% | -29
CCOc1cccc(CC(=O)N2CCc3c([nH]c4ccccc34)C2c2ccc(C)cc2)c1OCC (configuration not stated) | 2% | -7 | 1.0% | 2 | -1% | -1 | 0 | 6% | -7
O=C(COC(=O)/C=C/c1ccc(F)cc1)NCc1cccs1 | 6% | 1 | -0.5% | 1 | -6% | -10 | 1 | 3% | -5
Cc1ccc(C(=O)CC2(O)C(=O)N(Cc3ccccc3F)c3ccccc32)cc1 (configuration not stated) | -2% | -11 | -0.1% | 0 | -5% | nt | -4 | -11% | -4
CNc1nc(N(C)C)nc(N(C)C)n1 | 1% | -5 | 1.1% | -1 | -2% | 6 | 1 | 2% | nt

Fetched by structure from above, 2 records:
SMILES | Vif-APOBEC3G blk | D1 antag | RXFP1 ag | D1 agonist | GRP78 ERSR act | D2 potentiator | D1 potentiator | Vif-APOBEC3F blk | RXFP1 antag
Cc1ccc(C(=O)CC2(O)C(=O)N(Cc3ccccc3F)c3ccccc32)cc1 (configuration not stated) | -2% | -11 | -0.1% | 0 | -5% | nt | -4 | -11% | -4
CNc1nc(N(C)C)nc(N(C)C)n1 | 1% | -5 | 1.1% | -1 | -2% | 6 | 1 | 2% | nt

Additional records.
SMILES | Vif-APOBEC3G blk | D1 antag | RXFP1 ag | D1 agonist | GRP78 ERSR act | D2 potentiator | D1 potentiator | Vif-APOBEC3F blk | RXFP1 antag
Cc1csc(Sc2ccc(C(=O)OCC(=O)Nc3ccc(OC(F)(F)F)cc3)cc2[N+](=O)[O-])n1 | -2% | 4 | -0.8% | 0 | -1% | 5 | 24 | 0% | -14
Cc1cccn2c(=O)c3cc(C(=O)NCC4CCCO4)c(=N)n(CCc4ccccc4)c3nc12 (configuration not stated) | 0% | 7 | ? | 2 | -4% | 13 | 2 | 5% | -6
C=CCNc1nc(SCC=C)nc2ccsc12 | -1% | -6 | -0.1% | 4 | -2% | -7 | 2 | 4% | nt
Cc1cc(C)nc(SCC(=O)Nc2ccc(S(=O)(=O)NC(C)(C)C)cc2)n1 | 0% | -8 | -0.5% | 0 | -3% | 1 | -1 | -7% | 9
O=C(NCCO)C1CCN(S(=O)(=O)c2ccc(F)cc2)CC1 | -1% | 1 | -0.9% | 2 | -3% | 7 | 0 | 0% | -17
